# T cruzi growth = T. cruzi intracellular proliferation inhibitors, primary screen, cell-based, beta-gal Tulahuen parasites, NIH3T3 host, luminescence. T. cruzi beta-gal in NIH3T3, GalScreen luminescence, 90 h. inhibition, % at 8.34 µM. 77,000 tested, 5.9% active. AID 624255, 2012;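 active = mean inhibition above about 93%, with at least 55% of replicates each passing it, limit read from the data, passing the limit was not always enough; inconclusive = only one of those two conditions holds; inactive = neither condition holds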
# Pf Dd2 inh = P. falciparum Dd2 growth inhibitors, primary screen, SYBR Green fluorescence, single dose replicates. 94,000 tested, 2.3% active. activity change, % at 10 µM. 72 h; active compounds read low; in the data active = activity change below about -80%; inconclusive = no clear call, values can overlap the other calls
# KDM4C inh = inhibitors of GASC-1 (KDM4C) histone demethylase, primary screen, biochemical, single concentration HTS | GST-KDM4C 2-372, H3K9me3 peptide, LANCE TR-FRET | inhibition, % at 12.5 µM | 96,000 tested, 0.15% active | AID 720574, 2013;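 active = mean replicate inhibition above about 25%, with at least 55% of replicates also reaching it, limit read from the data, passing the limit was not always enough; inconclusive = only one of those two conditions met; inactive = neither condition met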
# Target sequence (Q9H3R0 2-372 limits assumed): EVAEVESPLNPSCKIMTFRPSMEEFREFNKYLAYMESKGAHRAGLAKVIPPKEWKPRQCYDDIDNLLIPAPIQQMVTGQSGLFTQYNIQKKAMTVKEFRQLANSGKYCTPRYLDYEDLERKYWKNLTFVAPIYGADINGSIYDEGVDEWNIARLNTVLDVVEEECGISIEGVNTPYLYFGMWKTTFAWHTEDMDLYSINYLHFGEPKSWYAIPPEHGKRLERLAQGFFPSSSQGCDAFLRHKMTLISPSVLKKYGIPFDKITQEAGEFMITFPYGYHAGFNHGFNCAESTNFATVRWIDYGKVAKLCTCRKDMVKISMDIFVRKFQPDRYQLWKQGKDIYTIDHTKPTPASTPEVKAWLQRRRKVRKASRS
#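 Assay system: GST-GASC-1 enzyme fragment 2-372 | Amount: 10 nM enzyme | Medium: HEPES buffer, pH 7.5, plus ascorbate | Reagent: H3K9me3 peptide substrate, Fe(II), 2-oxoglutarate | Doses: Single-point compound screen | Incubation: 30 min demethylation and 1 h detection at room temperature | Measured by: LANCE TR-FRET, excitation 340 nm, emissions 618 and 671 nm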
# C diff growth = C. difficile growth inhibitors, primary screen, HTS; growth activity, negative = inhibition, % at 16 µg/mL (by protocol); AID 1259249, 2017; Clostridium difficile clinical isolate growth, OD600, 24 h; active compounds read low; 86,000 tested, 0.25% active;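 active = mean growth activity at or below -80% and every replicate also at or below -80%; inconclusive = mean at or below -80% but some replicate above -80%; inactive = mean growth activity above -80%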;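 note: 0% = DMSO wells and -100% = levofloxacin 16 µg/mL wells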
# An asterisk follows results filed as active; ? = inconclusive; / = not tested or not shown.
SMILES,T cruzi growth,Pf Dd2 inh,KDM4C inh,C diff growth
COc1ccc(NC(=O)N(C)C[C@H]2Oc3c(NC(=O)C4CCCCC4)cccc3C(=O)N([C@@H](C)CO)C[C@@H]2C)cc1,7,-40,5.6,-2
CO[C@H]1CC[C@H]2CCN(C)C(=O)C[C@@H](c3ccccc3)CN(C)C(=O)c3cccc(C#N)c3OC[C@H]1O2,17,/,0.4,-4
CN(C)CCCNC(=O)C[C@@H]1C=C[C@@H](NC(=O)Cc2cccnc2)[C@H](CO)O1,-28,12,-1.3,/
COCC(=O)N(C)C[C@@H]1Oc2ncc(C#C[C@H](C)O)cc2C(=O)N([C@H](C)CO)C[C@@H]1C,-12,/,1.3,-2
C[C@@H]1CN([C@@H](C)CO)C(=O)c2cc(NS(=O)(=O)c3ccccc3)ccc2O[C@@H]1CN(C)C(=O)Nc1ccc2c(c1)OCO2,4,5,0.8,3
O=C(C[C@@H]1C=C[C@H](NC(=O)Nc2ccc(F)cc2)[C@H](CO)O1)NCCN1CCCC1,-14,24,-0.8,/
COC(=O)C[C@H]1C[C@H]2c3cc(NC(=O)CC4CC4)ccc3O[C@H]2[C@H](CO)O1,/,10,/,-4
O=C(NCc1ccccc1Cl)[C@@H]1[C@@H](CO)[C@@H]2Cn3c(cccc3=O)[C@@H]2N1C(=O)C1CCOCC1,45,/,2.5,11
Cc1cc(C(=O)Nc2ccc3c(c2)C(=O)N(C)[C@@H]2CC[C@@H](CC(=O)O)O[C@H]2CO3)no1,26,11,7.0,1
Cc1noc(C)c1NC(=O)N(C)C[C@@H]1Oc2c(NC(=O)Nc3ccc(C(F)(F)F)cc3)cccc2C(=O)N([C@@H](C)CO)C[C@H]1C,98,-5,/,/
CO[C@H]1CN(C)C(=O)c2cc(NC(=O)C3CCC3)ccc2OC[C@@H](C)N(Cc2ccccn2)C[C@@H]1C,-37,11,0.9,-3
C[C@H](CO)N1C[C@H](C)[C@H](CN(C)C(=O)Nc2cccc3ccccc23)Oc2ccc(NC(=O)c3ccncc3)cc2CC1=O,29,-11,1.3,2
CO[C@H]1CN(C)C(=O)c2ccc(NC(=O)Cc3ccccc3)cc2OC[C@H](C)N(C(=O)c2ccccc2F)C[C@H]1C,60,-59,-0.9,/
C[C@H]1CCCCO[C@H](CN(C)Cc2ccc(C(=O)O)cc2)[C@@H](C)CN([C@@H](C)CO)C(=O)c2cc(NC(=O)Nc3cccc4ccccc34)ccc2O1,19,67,0.8,2
CN1CCN(C(=O)C[C@H]2C[C@H]3c4cc(NC(=O)c5ccc6c(c5)OCO6)ccc4O[C@H]3[C@H](CO)O2)CC1,-20,2,1.5,/
COc1ccc(S(=O)(=O)Nc2cccc3c2O[C@H](CN(C)C(=O)Nc2c(C)noc2C)[C@@H](C)CN([C@@H](C)CO)C3=O)cc1,81,12,0.0,4
Cc1ccc(S(=O)(=O)Nc2ccc3c(c2)C(=O)N([C@@H](C)CO)C[C@@H](C)[C@@H](CN(C)C(=O)c2ccccc2)OCCCC[C@@H](C)O3)cc1,41,-12,-0.4,-9
CCCNC(=O)N1[C@@H]2CN(C)c3ccccc3[C@@H]2[C@@H]1CO,40,-1,2.0,-4
CNC[C@@H]1OCCCC[C@H](C)Oc2ccc(NC(=O)Nc3cccc4ccccc34)cc2C(=O)N([C@@H](C)CO)C[C@@H]1C,38,-14,-3.0,2
C[C@@H]1CN([C@H](C)CO)C(=O)c2cc(NC(=O)CCN3CCOCC3)ccc2O[C@@H]1CN(C)C(=O)Nc1ccc2c(c1)OCO2,15,1,2.2,/

# 7 records picked at random from those above:
SMILES,T cruzi growth,Pf Dd2 inh,KDM4C inh,C diff growth
C[C@@H]1CN([C@@H](C)CO)C(=O)c2cc(NS(=O)(=O)c3ccccc3)ccc2O[C@@H]1CN(C)C(=O)Nc1ccc2c(c1)OCO2,4,5,0.8,3
CNC[C@@H]1OCCCC[C@H](C)Oc2ccc(NC(=O)Nc3cccc4ccccc34)cc2C(=O)N([C@@H](C)CO)C[C@@H]1C,38,-14,-3.0,2
C[C@@H]1CN([C@H](C)CO)C(=O)c2cc(NC(=O)CCN3CCOCC3)ccc2O[C@@H]1CN(C)C(=O)Nc1ccc2c(c1)OCO2,15,1,2.2,/
CN(C)CCCNC(=O)C[C@@H]1C=C[C@@H](NC(=O)Cc2cccnc2)[C@H](CO)O1,-28,12,-1.3,/
COc1ccc(S(=O)(=O)Nc2cccc3c2O[C@H](CN(C)C(=O)Nc2c(C)noc2C)[C@@H](C)CN([C@@H](C)CO)C3=O)cc1,81,12,0.0,4
CO[C@H]1CC[C@H]2CCN(C)C(=O)C[C@@H](c3ccccc3)CN(C)C(=O)c3cccc(C#N)c3OC[C@H]1O2,17,/,0.4,-4
O=C(C[C@@H]1C=C[C@H](NC(=O)Nc2ccc(F)cc2)[C@H](CO)O1)NCCN1CCCC1,-14,24,-0.8,/

# Complete entries, looked up by structure. Order of values: T cruzi growth	Pf Dd2 inh	KDM4C inh	C diff growth
# `Cc1ccc(S(=O)(=O)Nc2ccc3c(c2)C(=O)N([C@@H](C)CO)C[C@@H](C)[C@@H](CN(C)C(=O)c2ccccc2)OCCCC[C@@H](C)O3)cc1` reads 41	-12	-0.4	-9
# `COCC(=O)N(C)C[C@@H]1Oc2ncc(C#C[C@H](C)O)cc2C(=O)N([C@H](C)CO)C[C@@H]1C` reads -12	/	1.3	-2

# The listing continues:
SMILES,T cruzi growth,Pf Dd2 inh,KDM4C inh,C diff growth
C[C@H](CO)N1C[C@H](C)[C@@H](CN(C)S(C)(=O)=O)Oc2ccc(N(C)C)cc2C1=O,-10,6,1.6,2
CC(C)NC(=O)N(C)C[C@@H]1Oc2cc(C3=CCCC3)ccc2S(=O)(=O)N([C@H](C)CO)C[C@H]1C,-4,7,3.3,-5
C[C@H](CO)N1C[C@H](C)[C@@H](CN(C)Cc2ccc(Cl)c(Cl)c2)Oc2ccc(NC(=O)Nc3cccc4ccccc34)cc2CC1=O,64,-22,-0.4,13
O=C(Cc1ccccn1)N1CC(=O)N2[C@H](CO)[C@H](c3ccc(C#CC4CCCCC4)cc3)[C@H]2C1,/,-17,0.1,-19
C[C@H](CO)N1C[C@H](C)[C@@H](CN(C)C(=O)Nc2ccc3c(c2)OCO3)Oc2c(NS(C)(=O)=O)cccc2C1=O,-7,28,/,1
Cc1ccc(-c2cnc3c(c2)C(=O)N([C@@H](C)CO)C[C@@H](C)[C@H](CN(C)CC2CCCC2)O3)cc1,52,-35,3.7,-1
C[C@H](CO)N1C[C@H](C)[C@H](CN(C)C(=O)NC2CCCCC2)Oc2ccc(NC(=O)Cc3cn(C)c4ccccc34)cc2C1=O,21,-22,0.4,1
CN(C)CC(=O)N[C@H]1C=C[C@H](CC(=O)NCCN2CCCCC2)O[C@H]1CO,-66,4,-0.3,/
C[C@H](NC(=O)C[C@H]1C[C@@H]2c3cc(NC(=O)NC4CCCC4)ccc3O[C@@H]2[C@H](CO)O1)c1ccccc1,32,9,-2.7,/
O=C(Nc1ccc2c(c1)[C@@H]1C[C@@H](CC(=O)N3CCc4ccccc4C3)O[C@@H](CO)[C@@H]1O2)C1CCOCC1,14,-4,3.2,-4
N#C[C@@H]1N[C@@H](CO)[C@H]1c1ccc(C#CC2CCCC2)cc1,?,16,0.8,-2
O=C(Nc1ccccc1)N1C[C@@H]2[C@H](c3ccccc31)[C@H](CO)N2C(=O)c1cccnc1,15,-5,0.1,2
COc1ccc(S(=O)(=O)Nc2cccc3c2O[C@H](CN(C)Cc2ccccc2)[C@H](C)CN([C@@H](C)CO)C3=O)cc1,12,19,1.1,-2
C[C@@H]1CN([C@H](C)CO)C(=O)c2cc(NC(=O)Nc3ccc4c(c3)OCO4)ccc2O[C@@H]1CN(C)Cc1ccc(Cl)c(Cl)c1,-99,53,-0.4,/
COCC(=O)N1C[C@@H]2[C@H](c3ccccc31)[C@H](CO)N2Cc1ccccc1,-12,7,2.8,6
COc1ccc(S(=O)(=O)N(C)C[C@H]2Oc3ccc(NC(=O)Nc4ccc(F)cc4)cc3C(=O)N([C@H](C)CO)C[C@H]2C)cc1,36,6,-0.8,/
Cc1ccc(S(=O)(=O)Nc2ccc3c(c2)CC(=O)N([C@@H](C)CO)C[C@@H](C)[C@H](CN(C)S(=O)(=O)c2ccc(C)cc2)O3)cc1,6,-58,0.8,2
CC(=O)N1CC(=O)N2[C@@H](CO)[C@H](c3ccc(C#CC(C)C)cc3)[C@@H]2C1,/,20,-0.5,-18
CNC(=O)C[C@@H]1CC[C@H]2[C@H](COc3ccc(NC(=O)c4cscn4)cc3C(=O)N2C)O1,47,-5,0.6,1
CN(C)C(=O)c1cccc(-c2ccc3c(c2)[C@H]2[C@H](CCN2C(=O)C2CCC2)[C@H](CO)N3)c1,/,-44,-1.2,49
O=C(Nc1ccc(C(F)(F)F)cc1)Nc1ccc2c(c1)[C@H]1C[C@@H](CC(=O)N3CCc4ccccc4C3)O[C@H](CO)[C@H]1O2,?,-49,-2.5,12
C[C@H]1CN([C@@H](C)CO)C(=O)c2cccc(NC(=O)C3CCCCC3)c2O[C@@H]1CN(C)C(=O)Nc1ccc(C(F)(F)F)cc1,11,-28,3.4,10
C[C@@H]1CN([C@@H](C)CO)C(=O)c2cc(NC(=O)Nc3cccc4ccccc34)ccc2O[C@@H]1CN(C)S(=O)(=O)c1ccc(Cl)cc1,92,-53,-2.4,-6
COc1ccc(S(=O)(=O)N(C)C[C@@H]2Oc3ccc(NC(=O)c4ccncc4)cc3CC(=O)N([C@@H](C)CO)C[C@H]2C)cc1,38,-8,-1.0,1
O=C(c1cnccn1)N1C[C@H]2[C@@H](c3ccccc31)[C@@H](CO)N2Cc1ccc2c(c1)OCO2,18,-30,1.1,-1
CO[C@@H](CN(C)Cc1cc(F)ccc1F)[C@@H](C)CN(C(=O)Nc1ccc(C(F)(F)F)cc1)[C@H](C)CO,76,-41,0.0,/
C[C@@H]1CN([C@@H](C)CO)C(=O)Cc2cc(NS(=O)(=O)c3ccc(Cl)cc3)ccc2O[C@H]1CN(C)S(=O)(=O)c1ccc(F)cc1,10,-39,1.3,3
CC(C)C#Cc1cnc2c(c1)C(=O)N([C@@H](C)CO)C[C@@H](C)[C@H](CN(C)S(=O)(=O)c1cn(C)cn1)O2,-5,25,-0.2,3
COc1ccc2c3c([nH]c2c1)[C@@H](CO)N(Cc1ccccc1Cl)CC31CN(C(=O)C2CC2)C1,/,-71,-0.4,5
C[C@@H]1CN([C@@H](C)CO)C(=O)c2cccc(N(C)C)c2O[C@@H]1CN(C)S(=O)(=O)c1ccccc1,5,-11,15,-2
C[C@@H]1CN([C@H](C)CO)C(=O)c2cc(NS(=O)(=O)c3cccs3)ccc2O[C@H]1CN(C)S(=O)(=O)c1cn(C)cn1,29,72,-1.8,-4
O=C(Nc1ccc2c(c1)[C@H]1C[C@H](CC(=O)N3CCCCC3)O[C@@H](CO)[C@H]1O2)c1cccnc1,17,-6,-1.3,-2
O=C(C[C@H]1C[C@@H]2c3cc(NC(=O)c4cccnc4)ccc3O[C@@H]2[C@H](CO)O1)NCc1cc(F)ccc1F,17,-11,0.4,-1
CO[C@H]1CN(C)C(=O)c2ccc(NS(=O)(=O)c3ccc(Cl)cc3)cc2OC[C@H](C)NC[C@H]1C,8,1,-0.6,2
C[C@H]1CN([C@@H](C)CO)S(=O)(=O)c2ccc(C#CC3CC3)cc2O[C@@H]1CN(C)Cc1ccccn1,109*,-46,-1.4,-11
CCC(=O)Nc1ccc2c(c1)C(=O)N(C)[C@@H]1CC[C@@H](CC(=O)NCc3ccccc3)O[C@@H]1CO2,42,14,-0.3,0
O=C(Nc1ccccc1)N1CCCCN2[C@H](CO)[C@H](c3ccc(C4=CCCCC4)cc3)[C@@H]2C1,?,8,0.6,-6
Cc1noc(C)c1S(=O)(=O)N(C)C[C@H]1OCCCC[C@@H](C)Oc2ccc(NC(=O)Nc3cccc4ccccc34)cc2C(=O)N([C@@H](C)CO)C[C@@H]1C,105*,?,-2.2,-26
Cc1ccc(S(=O)(=O)Nc2cccc3c2O[C@H](CN(C)S(=O)(=O)c2cccs2)[C@@H](C)CN([C@@H](C)CO)C3=O)cc1,17,-22,0.4,-7
C[C@H]1CN([C@@H](C)CO)C(=O)c2cccc(NC(=O)Nc3ccc(F)cc3)c2O[C@@H]1CN(C)S(=O)(=O)c1ccc(F)cc1,45,-16,-0.4,-15
CC(C)NC(=O)N[C@H]1CC[C@H](CC(=O)NCCN2CCCC2)O[C@@H]1CO,13,13,1.5,3
CC(C)CC#Cc1cnc2c(c1)C(=O)N([C@H](C)CO)C[C@@H](C)[C@@H](CN(C)C(=O)Nc1cccc(F)c1)O2,26,-3,-2.0,7
CCC(=O)N1CC(=O)N2[C@@H](CO)[C@@H](c3ccc(C#CC4CCCC4)cc3)[C@@H]2C1,/,-9,-1.5,-1

# High-throughput results as filed in PubChem.
